DAGLB inh: DAGLB lipase inhibitors, primary screen, biochemical, fluorescence, HTS | 0.059% of 340,000 active | Diacylglycerol lipase-beta (Homo sapiens), Q8NCG7 | HEK293T DAGLB membrane lysate, EnzChek fluorogenic substrate | inhibition, % at 5.17 µM; in the data active = inhibition above about 34%;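 note: 0% = enzyme with vehicle and 100% = wells lacking enzyme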
PKA-R2B activ: activators of PKA-R2B holoenzyme, primary screen, biochemical, fluorescence polarization, Cy5-IP20, human; cAMP-dependent protein kinase catalytic subunit beta (Homo sapiens) + cAMP-dependent …; PKA-R2B holoenzyme dissociation; R2B truncated from residue 108, S112A mutant; 0% DMSO only, 100% 113 µM cGMP; activation, % at 11.4 µM; 0.079% of 340,000 active;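 active = activation above a cutoff set at the mean over all compounds plus 3 SD, cut at about 18% in these data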;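 note: higher means more holoenzyme dissociation and a rise in polarization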
Target sequence (P31323 whole entry, looked up, other chains not shown, the tested form may be a part): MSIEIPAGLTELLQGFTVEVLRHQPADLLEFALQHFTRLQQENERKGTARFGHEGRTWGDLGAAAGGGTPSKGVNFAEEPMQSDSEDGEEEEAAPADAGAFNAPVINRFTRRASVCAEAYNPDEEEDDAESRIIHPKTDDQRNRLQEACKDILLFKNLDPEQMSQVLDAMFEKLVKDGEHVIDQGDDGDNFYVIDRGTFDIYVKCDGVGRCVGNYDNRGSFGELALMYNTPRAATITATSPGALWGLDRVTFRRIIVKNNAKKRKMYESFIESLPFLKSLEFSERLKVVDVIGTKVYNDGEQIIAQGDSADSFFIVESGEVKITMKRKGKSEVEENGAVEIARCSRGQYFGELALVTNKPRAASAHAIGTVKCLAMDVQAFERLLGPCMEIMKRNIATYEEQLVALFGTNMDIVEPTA
* marks the source's active call; other numbers are inactive results. An excerpt; rates above refer to the full screens.

DAGLB inh | PKA-R2B activ | mol
1 | -2 | COc1ccc(-c2ccc3[nH]c4c(c3c2)CCN2C[C@H]3[C@H](C)ON(C)[C@H]3C[C@@H]42)cc1
-3 | -2 | C[C@@H]1CN([C@@H](C)CO)C(=O)CCCn2nncc2CO[C@@H]1CN(C)S(=O)(=O)c1ccc(Cl)cc1
-1 | -8 | C[C@H]1CN([C@@H](C)CO)S(=O)(=O)c2ccc(Br)cc2O[C@H]1CN(C)C(=O)C1CCC1
1 | 10 | C[C@H]1CN([C@@H](C)CO)C(=O)CCCn2nncc2CO[C@@H]1CN(C)Cc1ccc2c(c1)OCO2
-3 | 4 | CCC1NC(=O)c2cccnc2-n2c1nc1cc(F)ccc1c2=O (stereo not drawn)
-1 | 4 | C[C@@H]1CN([C@@H](C)CO)S(=O)(=O)c2ccc(Br)cc2O[C@@H]1CN(C)S(=O)(=O)c1cn(C)cn1
2 | 1 | CC1C(=O)N(Cc2cn(Cc3ccco3)nn2)CCS(=O)(=O)N1Cc1ccc(-c2ccncc2)cc1 (stereo not drawn)
0 | -17 | C[C@@H]1CN([C@H](C)CO)C(=O)c2c(c3ccccc3n2C)-c2ccccc2CO[C@H]1CN(C)Cc1ccc2c(c1)OCCN2C
-14 | 8 | O=C(C[C@H]1C(=O)N(CCc2ccccc2)C[C@@H]1Cc1ccccc1)Nc1ccc(Br)cc1
-3 | 1 | O=C(C[C@H]1C[C@@H]2c3cc(NC(=O)Nc4ccccc4)ccc3O[C@@H]2[C@@H](CO)O1)NCC1CC1
-2 | -3 | CCN1C(=O)[C@H]2[C@@H](c3ccc(C)cc3)N[C@]3(CCCN(Cc4cccn4C)C3=O)[C@H]2C1=O
4 | 3 | O=c1c2cc(F)ccc2sn1-c1ccccc1Cl
-2 | 5 | C[C@@H]1CN([C@H](C)CO)S(=O)(=O)c2ccc(-c3ccc(C#N)cc3)cc2O[C@H]1CN(C)C(=O)Nc1cc(F)ccc1F
8 | -1 | Cc1ccc(S(=O)(=O)N2C[C@H]3n4c(=O)ccc(=O)n4C[C@H](OC(=O)NCC4CCCCC4)[C@@]3(O)C2)cc1
-12 | 13 | Cc1ccc(NC(=O)c2nc[nH]c2C(=O)Nc2ccccc2F)cc1
2 | -9 | C[C@@H]1CN([C@H](C)CO)C(=O)CCCn2cc(nn2)CO[C@H]1CN(C)C(=O)Nc1ccccc1F
-6 | 1 | COc1ccc(C#Cc2ccc(C3=CC(=O)CC(C)(C)C3=O)cc2)cc1
-1 | 7 | CC(C)CC1C(=O)N(Cc2cn(CCC3OCCCO3)nn2)CCS(=O)(=O)N1Cc1ccc(-c2cccc(CO)c2)cc1 (stereo not drawn)
-1 | -9 | C[C@@H]1CN([C@@H](C)CO)C(=O)c2cc(Br)cnc2O[C@@H]1CN(C)C(=O)C1CCCCC1
1 | 14 | CCC1NC(=O)c2cc3ccccc3cc2-n2c1nc1cc(OC)c(OC)cc1c2=O (stereo not drawn)
-1 | -14 | Cc1ccc2c(=O)n3c(nc2c1)C(CC(C)C)NC(=O)c1cccnc1-3 (stereo not drawn)
-1 | -1 | CC1=C(C(=O)N2CCOCC2)CC(CC(=O)NCc2cccc3ccccc23)C(=O)N1Cc1ccccc1 (stereo not drawn)
-7 | -9 | COc1ccc(C(=O)NCCCNc2nc3cc(C)cc(C)c3cc2C#N)cc1
-1 | 1 | COC(=O)[C@H]1C[C@@]2(O)CN(S(=O)(=O)c3ccc(C)cc3)C[C@@]2(OC(=O)Nc2c(C)noc2C)C[C@H]1C(=O)OC

Some of the entries so far, with each value named:
C[C@H]1CN([C@@H](C)CO)C(=O)CCCn2nncc2CO[C@@H]1CN(C)Cc1ccc2c(c1)OCO2
  DAGLB inh = 1 | PKA-R2B activ = 10

CCC1NC(=O)c2cccnc2-n2c1nc1cc(F)ccc1c2=O (stereo not drawn)
  DAGLB inh = -3 | PKA-R2B activ = 4

Rewritten with two lines to a compound: entries from further up
Below each SMILES – DAGLB inh | PKA-R2B activ
CCN1C(=O)[C@H]2[C@@H](c3ccc(C)cc3)N[C@]3(CCCN(Cc4cccn4C)C3=O)[C@H]2C1=O
  -2 | -3
O=c1c2cc(F)ccc2sn1-c1ccccc1Cl
  4 | 3
C[C@@H]1CN([C@H](C)CO)S(=O)(=O)c2ccc(-c3ccc(C#N)cc3)cc2O[C@H]1CN(C)C(=O)Nc1cc(F)ccc1F
  -2 | 5
Cc1ccc(S(=O)(=O)N2C[C@H]3n4c(=O)ccc(=O)n4C[C@H](OC(=O)NCC4CCCCC4)[C@@]3(O)C2)cc1
  8 | -1
Cc1ccc(NC(=O)c2nc[nH]c2C(=O)Nc2ccccc2F)cc1
  -12 | 13
C[C@@H]1CN([C@H](C)CO)C(=O)CCCn2cc(nn2)CO[C@H]1CN(C)C(=O)Nc1ccccc1F
  2 | -9
COc1ccc(C#Cc2ccc(C3=CC(=O)CC(C)(C)C3=O)cc2)cc1
  -6 | 1
CC(C)CC1C(=O)N(Cc2cn(CCC3OCCCO3)nn2)CCS(=O)(=O)N1Cc1ccc(-c2cccc(CO)c2)cc1 (stereo not drawn)
  -1 | 7
C[C@@H]1CN([C@@H](C)CO)C(=O)c2cc(Br)cnc2O[C@@H]1CN(C)C(=O)C1CCCCC1
  -1 | -9
CCC1NC(=O)c2cc3ccccc3cc2-n2c1nc1cc(OC)c(OC)cc1c2=O (stereo not drawn)
  1 | 14
Cc1ccc2c(=O)n3c(nc2c1)C(CC(C)C)NC(=O)c1cccnc1-3 (stereo not drawn)
  -1 | -14
CC1=C(C(=O)N2CCOCC2)CC(CC(=O)NCc2cccc3ccccc23)C(=O)N1Cc1ccccc1 (stereo not drawn)
  -1 | -1
COc1ccc(C(=O)NCCCNc2nc3cc(C)cc(C)c3cc2C#N)cc1
  -7 | -9

(list continues)
DAGLB inh | PKA-R2B activ | mol
1 | -6 | C[C@H](O)[C@@H]1C(=O)N2CCc3ccc(N4CCN(C)CC4)cc3[C@@H]2C[C@@H]1N(C)C(=O)c1ccco1
3 | -1 | CCCCN1C(=O)C(CC(=O)NC2CC2)CC(C(=O)N(C(C)C)C(C)C)=C1C (stereo not drawn)
-3 | -4 | C[C@H](CO)N1C[C@H](C)[C@@H](CN(C)Cc2ccc(C(=O)O)cc2)OCc2cnnn2CCCC1=O
-1 | -16 | CC1=C(C(=O)N2CCOCC2)CC(CC(=O)NC2CCCC2)C(=O)N1CCCN1CCCC1=O (stereo not drawn)
-6 | 7 | Cc1ccc(Cc2c(-c3ccc(C)cc3)nc3c4ccccc4ccn23)cc1
-11 | -5 | CCCCCCN1C[C@@H](O)[C@H](n2cc(COC(=O)c3ccccc3)nn2)C[C@@H]1c1ccc(OC)cc1
-1 | 1 | C#CCN(C[C@H]1[C@H](OC(=O)NCc2ccccc2)[C@H](OC(=O)NCc2ccccc2)C[C@@H](C(=O)OC)[C@H]1C(=O)OC)S(=O)(=O)c1ccc(C)cc1
2 | 0 | COC(=O)C[C@@H]1C[C@@H]2c3cc(NS(=O)(=O)c4ccccc4)ccc3O[C@@H]2[C@@H](CO)O1
-7 | 3 | O=C1[C@H]2[C@@H](c3ccc(C(F)(F)F)cc3)N[C@]3(CCCN(Cc4ccc(C(F)(F)F)cc4)C3=O)[C@H]2C(=O)N1Cc1ccccc1
-5 | -17 | COc1ccc([C@H]2C[C@@H](n3cc(COC(=O)c4ccccc4)nn3)[C@H](O)CN2CC2CCCCC2)cc1
-1 | -1 | Cc1ccc(S(=O)(=O)N(C)C[C@@H]2OCc3cnnn3CCCC(=O)N([C@H](C)CO)C[C@@H]2C)cc1
0 | -3 | C[C@H]1CN([C@@H](C)CO)C(=O)CCCn2cc(nn2)CO[C@@H]1CN(C)S(=O)(=O)c1ccccc1C#N
-3 | -14 | COCOCCn1cc(CN2CCS(=O)(=O)N(Cc3ccc(-c4ccc(OC)cc4)cc3)C(CC(C)C)C2=O)nn1 (stereo not drawn)
-5 | -2 | N#CC(=C1NC(=O)c2ccccc21)c1nc2ccccc2n1CCO
-1 | 0 | C[C@H](CO)N1C[C@H](C)[C@H](CN(C)S(=O)(=O)c2ccc(F)cc2)OCc2cnnn2CCCC1=O
2 | 3 | CCC1NC(=O)c2cc3ccccc3cc2-n2c1nc1ccc(F)cc1c2=O (stereo not drawn)
-2 | 8 | Cc1ccc([C@H]2C[C@@H](O)[C@H](n3cc(COC(=O)c4ccccc4)nn3)CN2CC2CCCCC2)cc1
-4 | 5 | CC1(C)CN(Cc2ccccc2)C(=O)[C@H]1CC(=O)Nc1ccc(Br)cc1
-20 | -9 | CC(C)(C)Cc1c(-c2ccc(Cl)cc2)nc2ccc(Br)cn12
-2 | -2 | COc1ccc(NC(=O)N(C)C[C@H]2OCCCC[C@H](C)Oc3ccc(NC(=O)Nc4ccc5c(c4)OCO5)cc3C(=O)N([C@@H](C)CO)C[C@@H]2C)cc1
-3 | 4 | Cc1ccc(NC(=O)CN2CCN(S(=O)(=O)c3ccc4c(c3)OCCO4)CC2)c(C)c1
-2 | -9 | CN1OC[C@@H]2CN(C(=O)c3ccc(-c4ccccc4)cc3)[C@H](c3ccc(-c4cccc(F)c4)cc3)C[C@@H]21
-2 | -13 | COc1ccc(NC(=O)N(C)[C@H]2C[C@H]3c4[nH]c5ccc(-c6ccc(OC)cc6)cc5c4CCN3C[C@H]2[C@H](C)O)cc1
3 | -4 | C[C@H]1CN([C@@H](C)CO)C(=O)CCCn2nncc2CO[C@H]1CN(C)S(=O)(=O)c1ccc(Oc2ccccc2)cc1
-2 | -11 | O=C(NCc1cccnc1)C1C2C=CC(C2)C1C(=O)Nc1cccc(C(F)(F)F)c1 (stereo not drawn)
-1 | -1 | C[C@H](CO)N1C[C@H](C)[C@@H](CN(C)C(=O)C2CCCCC2)OCc2cn(nn2)CCCC1=O
1 | 1 | C[C@@H]1CN([C@H](C)CO)S(=O)(=O)c2ccc(C#Cc3ccccc3)cc2O[C@@H]1CN(C)C(=O)CN(C)C
-3 | -14 | CCN1C(=O)[C@H]2[C@@H](c3ccc(OC)cc3)N[C@]3(CCCN(Cc4ccc(Br)cc4)C3=O)[C@H]2C1=O
0 | 2 | C[C@@H]1CN([C@@H](C)CO)C(=O)CCCn2nncc2CO[C@H]1CN(C)C
-1 | 4 | C[C@H]1CN([C@@H](C)CO)C(=O)CCCn2nncc2CO[C@H]1CN(C)C(=O)Nc1ccnc(N2CCOCC2)c1
-1 | -3 | O=C(c1cccs1)N1C[C@@H](n2cc(-c3ccc(F)cc3)nn2)[C@H](O)C[C@@H]1c1ccccc1
-1 | 1 | COc1ccc([C@H]2C[C@H](O)[C@@H](n3cc(C4CC4)nn3)CN2CC2CCCCC2)cc1
-1 | 3 | N#Cc1ccc(NC(=O)COC(=O)c2cccc(S(=O)(=O)N3CCCC3)c2)cc1
-5 | 3 | Cc1noc(C)c1S(=O)(=O)Nc1ccc2c(c1)C(=O)N([C@H](C)CO)C[C@H](C)[C@H](CN(C)C(=O)NC(C)C)OCCCC[C@@H](C)O2
3 | -4 | COc1ncnc2c1ncn2CCCN(C)CCc1ccccn1
1 | 1 | C[C@H]1CN([C@@H](C)CO)C(=O)CCCn2cc(nn2)CO[C@@H]1CN(C)C(=O)Nc1cccc(F)c1
-1 | -5 | OCC[C@@H]1C[C@H](O)[C@@H](O)[C@@]2(OCc3cc(C(F)(F)F)ccc32)O1
-1 | 2 | CC(C)CC1NC(=O)c2cccnc2-n2c1nc1ccccc1c2=O (stereo not drawn)
0 | 10 | COc1ccc(-c2cnc3c(c2)C(=O)N([C@H](C)CO)C[C@@H](C)[C@@H](CN(C)C(=O)NC2CCCC2)O3)cc1
-7 | -4 | C[C@H]1COC[C@@H](C/C=C/c2ccccc2)N1c1ccccc1
-1 | 9 | C[C@H]1CN([C@@H](C)CO)C(=O)CCCn2cc(nn2)CO[C@@H]1CN(C)S(=O)(=O)c1cccc(C#N)c1
4 | 5 | CC(C)Oc1ccc2ccccc2c1CNC[C@H]1O[C@@H](n2ccc(N)nc2=O)[C@H](O)[C@@H]1O
-4 | 3 | CCc1cc(-c2nnn(CCC3COCCO3)c2CC)ccc1-c1cn(Cc2ccc3ccccc3c2)nn1 (stereo not drawn)
1 | 5 | Nc1ccn([C@@H]2O[C@H](CN=C3NS(=O)(=O)c4ccccc43)[C@@H](O)[C@H]2O)c(=O)n1
0 | -11 | C[C@@H]1CN([C@H](C)CO)C(=O)CCCn2nncc2CO[C@H]1CN(C)S(=O)(=O)c1ccc(F)cc1
-1 | -1 | O=C(COC(=O)Cc1ccc(Cl)cc1Cl)NCc1ccco1
0 | -3 | COc1ccc(S(=O)(=O)N(C)C[C@@H]2OCc3cnnn3CCCC(=O)N([C@@H](C)CO)C[C@@H]2C)cc1
1 | -8 | O=C1C=C(c2n[nH]nc2-c2ccccc2)C[C@@H](c2ccc(F)cc2)C1
